Glioma ERSR ind: induces the endoplasmic reticulum stress response in human glioma cells | Potency, µM, for the others: at the top dose activation, hits mostly activators | U87-MG GRP78 promoter luciferase reporter, 16 h | AID 602332 | actives 0.02% (n = 420,000); further: potency means the concentration at half of the fitted maximal effect; series mostly up to about 76 µM; % of control where 0% means no effect; nearly all actives have a fitted effect of over 35% in size
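Stably transfected U87-MG human glioma cells carrying a GRP78-based luminescent sensor were seeded at 1000 cells/well, pin-dosed with compounds and incubated 16 h. Luciferase reagent was then added, and end-point luminescence was read after 10 min at room temperature.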
PI4K2A inh: blocks human PI4K2A kinase activity. Q9BTU6. purified PI4K2A, ADP-Glo luminescence, 1 h; active compounds read low. activity change, negative = inhibition, % at 76.9 µM. actives 0.13% (n = 420,000); in the data active means activity change below about -50%; inconclusive means mostly about -30% to -49%;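 further: -100% = wells without enzyme as full effect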
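ADP-Glo luminescence measured ADP generated by PI4K2A enzyme (4 ug/mL before mixing) with 1.2 mM PI substrate (pre-mix) and 300 microM ATP (pre-mix). Tris pH7.5 buffer with MgCl2, Triton X-100; 1 h reaction at ambient temperature.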
Vif-APOBEC3G blk: Vif-A3G binding inhibition | Q9HC16 | HeLa A3G-eYFP + Vif (tagged APOBEC3G with the HIV-1 protein that degrades it), YFP fluorescence, overnight | Potency, µM (series often up to 46.1 µM), for inactives: at the top dose activity, negative = active, hits mostly inhibitors | actives 0.076% (n = 410,000);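 further: potency means the concentration at half of the fitted maximal effect; on the % scale 0 is the no-effect control and ±100 the full control effect; nearly all actives have a fitted effect of over 60% in size; hits raise eYFP signal because A3G escapes Vif-driven loss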
Target sequence (Q9HC16 whole entry, looked up): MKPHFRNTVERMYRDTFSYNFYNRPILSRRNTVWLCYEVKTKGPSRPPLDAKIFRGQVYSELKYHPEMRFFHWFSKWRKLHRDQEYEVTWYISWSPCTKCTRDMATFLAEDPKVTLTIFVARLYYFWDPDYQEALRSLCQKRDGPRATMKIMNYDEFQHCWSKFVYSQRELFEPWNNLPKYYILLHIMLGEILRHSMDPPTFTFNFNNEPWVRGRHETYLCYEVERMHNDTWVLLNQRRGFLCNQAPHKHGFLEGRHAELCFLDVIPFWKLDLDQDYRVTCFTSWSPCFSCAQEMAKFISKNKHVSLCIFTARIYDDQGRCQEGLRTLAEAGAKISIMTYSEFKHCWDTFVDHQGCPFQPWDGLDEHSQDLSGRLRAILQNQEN
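HeLa cells stably expressing Vif and C-terminally eYFP-tagged A3G, seeded overnight at 37 deg C, then exposed to compound by pintool overnight at 37 deg C. Rise in yellow fluorescence (Ex 488/Em 500-530, Acumen) marks blocked Vif-driven A3G degradation.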
IDH1 R132H inh: blocks human mutant IDH1 R132H enzyme; O75874; IDH1-R132H enzyme, NADPH consumption, diaphorase/resazurin fluorescence; Potency, µM (highest dose often 76.6 µM), without a hit: at the highest dose activity change, negative = inhibition, usual class: inhibitors; actives 0.093% (n = 390,000); AID 602179; further: potency means the concentration at half of the fitted maximal effect; on the % scale 0 is the no-effect control and ±100 the full control effect; nearly all actives have a fitted effect of over 65% in size
Target sequence (O75874 whole entry R132H, stated change not applied): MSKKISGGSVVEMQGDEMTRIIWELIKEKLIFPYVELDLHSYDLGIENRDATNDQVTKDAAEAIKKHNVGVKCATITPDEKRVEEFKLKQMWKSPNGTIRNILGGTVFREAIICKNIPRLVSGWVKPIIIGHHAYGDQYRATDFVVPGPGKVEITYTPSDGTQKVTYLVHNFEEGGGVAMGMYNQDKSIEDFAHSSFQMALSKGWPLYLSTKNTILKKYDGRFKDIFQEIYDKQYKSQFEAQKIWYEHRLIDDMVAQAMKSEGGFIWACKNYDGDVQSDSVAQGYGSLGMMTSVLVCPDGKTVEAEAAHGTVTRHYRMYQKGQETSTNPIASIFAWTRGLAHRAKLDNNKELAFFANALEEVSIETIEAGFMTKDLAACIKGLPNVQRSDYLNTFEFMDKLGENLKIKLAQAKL
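IDH1-R132H (0.5 ug/mL dispensed) in pH 7.5 Tris buffer was preincubated 30 min with compound, then given a substrate mix of 0.016 mM NADPH and 2 mM alpha-KG for 80 min at room temperature; remaining NADPH was read by diaphorase/resazurin fluorescence.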
RXFP1 agonist: agonists of human relaxin receptor RXFP1; actives 0.3% (n = 370,000); AID 2676; HEK293T-RXFP1 cAMP TR-FRET, 30 min; response scale: percent of porcine relaxin response, buffer zero; Potency, µM (titrated, usually from 57.5 µM), for the others: at the top dose activation, most hits filed as activators; Q9HBX9; further: potency means the concentration at half of the fitted maximal effect; on the % scale 0 is the no-effect control and ±100 the full control effect; nearly all actives have a fitted effect of over 60% in size; many of its hits are not listed in these tables
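HEK293T cells stably expressing RXFP1 were pretreated with the PDE4 inhibitor Ro 20174, exposed to compounds for 30 min at 37C, lysed, and cAMP was read by TR-FRET. Data normalized to buffer (basal) and 29 nM porcine relaxin (100%).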
TrxR1 substrate: is turned over as a substrate by rat TrxR1; Potency, µM (titrated, usually from 114 µM), for the others: top-dose activity change, negative = substrate turnover; purified TrxR1 substrate turnover, NADPH consumption readout; actives 0.01% (n = 390,000); O89049; further: potency means the concentration at half of the fitted maximal effect; on the % scale 0 is the no-effect control and ±100 the full control effect; nearly all actives have a fitted effect of over 50% in size
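Rat TrxR1, dispensed at 90 nM, was prereduced with 400 uM NADPH (final) for 5 min at ~22 deg C, then incubated with compound 15 min before 400 uM selenite. A first-read NADPH fluorescence drop versus no-compound background flagged substrates.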
LDHA inh: blocks human lactate dehydrogenase A. P00338. purified LDHA, NADH/diaphorase-resazurin fluorescence; active compounds read low. actives 0.15% (n = 480,000). activity change, % (values are at about 110 or 230 µM); in the data active means activity change below about -30%; inconclusive means mostly about -25% to -30%;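 further: plate controls were DMSO wells for no effect and wells without enzyme for full effect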
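Remaining NADH was detected by diaphorase (0.133 mg/mL) converting 37 µM resazurin to fluorescent resorufin, read at 0 and 20 minutes. The preceding 5-minute room-temperature reaction used 2 nM LDHA, 0.2 mM sodium pyruvate and 0.06 mM NADH at pH 7.4.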
Vif-A3F inh: Vif-A3F binding inhibition | HeLa A3F-eYFP + Vif (tagged APOBEC3F with the HIV-1 protein that degrades it), YFP fluorescence increase | Potency, µM (titrated, usually from 46.1 µM), for inactives: at the highest dose activity, negative = active | actives 0.2% (n = 390,000); further: potency means the concentration at half of the fitted maximal effect; % of control where 0% means no effect; nearly all actives have a fitted effect of over 65% in size
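HeLa cells stably expressing A3F-eYFP plus Vif, plated and incubated overnight at 37 deg C, then exposed to compounds overnight at 37 deg C. Blocked degradation read as raised yellow fluorescence (Ex 488/Em 500-530).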
USP1-UAF1 inh: USP1/UAF1 (human) deubiquitinase inhibition. O94782. recombinant USP1/UAF1, Ub-Rhodamine cleavage fluorescence. Potency, µM (doses to about 57.1 µM), inactives show top-dose activity change, negative = inhibition, usual class: inhibitors. actives 0.23% (n = 390,000); further: potency means the concentration at half of the fitted maximal effect; on the % scale 0 is the no-effect control and ±100 the full control effect; nearly all actives have a fitted effect of over 60% in size; inactives centre near -12
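USP1/UAF1 complex at 1 nM was preincubated with compound for 15 min at room temperature, then Ub-Rho substrate (150nM final) was added. Fluorescence (480/540 nm) was read kinetically, 6 reads every 60 seconds.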
* marks the source's active call; other numbers are inactive results; ? = inconclusive; / = no result given; [ ] = remark or other dose. Unless noted, the call rests on the fitted dose curve; in most records, active means well fitted curve in the direction sought with a large enough effect; inconclusive means small, poorly fitted or top-dose-only effect, or another doubt; inactive means no such curve, though single readings can be large; an effect the other way counts as inactive or inconclusive.

smiles,Glioma ERSR ind,PI4K2A inh,Vif-APOBEC3G blk,IDH1 R132H inh,RXFP1 agonist,TrxR1 substrate,LDHA inh,Vif-A3F inh,USP1-UAF1 inh
O=C(NCC1CCCO1)c1ccc(Cl)c(S(=O)(=O)N2CCCCC2)c1 (stereo not drawn),-2%,-1,1%,4%,-0.3%,-11%,-7,-11%,-12%
O=P(COc1ccccc1)(c1ccccc1)c1ccccc1,-3%,4,-1%,-7%,1.2%,0%,-12,0%,-19%
COc1cccc(NC(=O)CSc2nc3ccccc3c(=O)n2CCCC(=O)NCCCN2CCOCC2)c1,-2%,4,0%,-1%,1.4%,6%[57.1 µM],-9,-9%,-16%
O=C(CCc1ccccc1)NNC(=O)c1ccc(NC(=O)c2ccccc2)cc1,-2%,-1,-1%,0%,1.1%,5%[57.1 µM],-8,10%,-12%
CC(=O)Nc1ccc(NC(=O)CCOc2ccccc2C)cc1,-3%,-3,0%,0%,-1.8%,5%,-11,2%,-9%
O=C(CNC(=O)c1ccc(F)cc1)c1ccc(Cl)cc1,-2%,-4,-4%,0%,-2.0%,-5%,0,-5%,?
CCOc1ccc(Nc2sc(C(=O)c3cccc(OC)c3)c(N)c2S(=O)(=O)c2ccccc2)cc1,-4%,0,2%,-7%,2.7%,-1%[57.1 µM],0,7%,-18%
N#Cc1c(SCC(N)=O)nc2c(c1-c1ccc(O)cc1)CCCC2,-1%,8,-8%,-9%,4.1%,5%[57.1 µM],-13,0%,-9%
c1ccc(Nc2nc(-c3ccccn3)cs2)cc1,-2%,-3,-12%,5%,0.9%,-1%,4,?,-4%
CC1CC(C)CN(S(=O)(=O)c2ccc(Oc3ccc([N+](=O)[O-])cc3)cc2)C1 (stereo not drawn),-2%,-2,1%,2%,3.8%,-11%,-2,-7%,-19%
CC(C)(C)c1ccc(C(=O)NC2CCS(=O)(=O)C2)cc1 (stereo not drawn),0%,1,0%,2%,4.7%,3%,-4,20%,-2%
CCc1cc(-c2nnn(CCC3COCCO3)c2CC)ccc1-c1cn(Cc2ccc3ccccc3c2)nn1 (stereo not drawn),-1%,2,3%,3%,/,/,-7,-2%,-16%
Cc1ccc(C(=O)OCC(=O)Nc2ccc3c(c2)OCO3)cc1S(=O)(=O)N1CCOCC1,-4%,-6,1%,0%,0.1%,-5%,-1,-10%,-13%
NC(=O)C1CC(=O)N(c2ccc(OCC(=O)Nc3ccccc3F)cc2)C1 (stereo not drawn),-4%,2,-1%,-3%,0.2%,3%,-1,-14%,-12%
CCOc1cc(C2C(C(=O)c3ccco3)=C(O)C(=O)N2CCc2ccccc2)ccc1O (stereo not drawn),-5%,-3,-3%,11%,7.6%,-12%,1,1%,-19%
COCCNC(=S)N1CCc2cc(OC)c(OC)cc2C1COc1ccc(F)cc1 (stereo not drawn),-3%,2,2%,7%,0.2%,-20%,-2,-4%,-18%
CCOCCCNC(=O)C(c1ccc(C)cc1)N(Cc1ccc2c(c1)OCO2)C(=O)c1ccc(NC(C)=O)cc1 (stereo not drawn),2%,0,-4%,-1%,0.6%,9%[2.29 µM],-3,4%,-2%
OCC1OC(Nc2ccccc2C=NO)C(O)C1O (stereo not drawn),-3%,-2,-1%,5%,/,/,1,-2%,-20%
CSc1ccc(NC(=O)Nc2ccc(C(=O)NCC(=O)O)cc2)cc1,6%,2,1%,-3%,-0.3%,7%[57.1 µM],-11,-1%,-23%
Cc1ccc2nc(COc3cccc(NC(=O)Nc4ccc(C)c(Cl)c4)c3)cc(=O)n2c1,0%,-6,0%,-10%,3.4%,5%[57.1 µM],0,0%,-25%
Cc1ccccc1CS(=O)(=O)c1ncc(Cl)c(C(=O)Nc2ccc(F)cc2)n1,-15%,-6,-29%,-4%,-0.5%,-3%,-5,2%,-27%
CCCOc1ccc(C(=O)N2CCN(Cc3ccc4c(c3)OCO4)CC2)cc1,-2%,-2,3%,9%,-1.1%,10%[2.29 µM],-4,9%,-18%
Cc1ccc(OCC(=O)Nc2cc(S(=O)(=O)N3CCCCC3)ccc2C)c([N+](=O)[O-])n1,-3%,4,0%,8%,3.4%,3%,-1,5%,-16%
Cc1nnc(N2CCN(c3cccc(C(F)(F)F)c3)CC2)c2c1nnn2Cc1ccccc1,-3%,-2,6%,17%,-2.9%,34%[activator],-4,2%,-16%
CCC(Oc1ccc(Br)cc1Cl)C(=O)Nc1nnc(C2CC2)s1 (stereo not drawn),-5%,2,-1%,8%,2.0%,-4%,-1,8%,-17%
CCCn1c(NC(=O)c2ccc([N+](=O)[O-])o2)nc2ccccc21,-4%,-9,?,6%,2.2%,12%,4,?,-25%
Cc1ccc2[nH]c3c(=O)n(CC(=O)N4CC(C)CC(C)C4)ncc3c2c1 (stereo not drawn),-4%,-2,0%,-12%,0.5%,11%,-4,-10%,-22%
Cc1cccc(C(=O)OCN2C(=O)c3ccccc3C2=O)c1[N+](=O)[O-],-4%,2,-5%,-3%,-1.4%,-3%,-2,0%,-8%
O=C(c1cccc([N+](=O)[O-])c1)N1CCN(c2ccc(Nc3ccccc3)nn2)CC1,5%,2,-4%,-2%,-0.2%,6%[57.1 µM],-12,-1%,?
O=C(OCc1ccccc1)c1cn(-c2ccccc2)nc1-c1ccncc1,-3%,12,0%,-5%,-0.1%,-2%,0,-12%,-14%
CC(C)C(=O)N1c2ccccc2NC2=C(C(=O)CCC2)C1c1ccc(N(C)C)cc1 (stereo not drawn),0%,1,0%,-1%,2.2%,4%[57.1 µM],0,6%,-19%
O=C(OCc1cc(=O)n2nc(-c3cccs3)sc2n1)c1ccccc1Br,0%,-16,-1%,6%,3.3%,-2%[57.1 µM],1,-4%,-27%
Cc1ccc(S(=O)(=O)N2CCN(CC(O)CN3CCOCC3)CC2)cc1 (stereo not drawn),-2%,-1,8%,-1%,1.7%,-5%,-5,-6%,-2%
CCOC(=O)C(C(=O)OCC)C(CC(=O)C1CC1)c1ccccc1 (stereo not drawn),-4%,-7,1%,-1%,-0.4%,3%[57.1 µM],1,1%,-14%
CC(=O)Nc1nc2ccc(NC(=O)c3ccco3)cc2s1,-7%,2,-1%,-7%,2.2%,-8%,-2,-14%,-21%
CC(Sc1nncn1C)C(=O)Nc1nnc(-c2ccccc2)s1 (stereo not drawn),0%,-2,-5%,-4%,-0.5%,-1%[57.1 µM],2,3%,-13%
O=C(Nc1ccc(N2CCOCC2)cc1)C1CC(O)CN1S(=O)(=O)c1ccc(Cl)cc1 (stereo not drawn),3%,4,1%,4%,-1.5%,-2%,-7,-1%,-4%
Cn1cc(C(=O)c2ccc(Cl)cc2Cl)cc1C(=O)N/N=C(\N)COc1ccc(Cl)cc1Cl,-8%,7,2%,-1%,0.1%,-6%,-5,1%,-10%
Cc1ccc2c(c1)nnn2C1CCN(CC(=O)Nc2ccc(F)cc2)CC1,-4%,7,6%,-7%,7.4%,1%,-5,1%,-21%
Cc1c(Cl)cccc1NC(=O)Cn1cc(C(=O)c2cccs2)c2ccccc21,2%,-2,4%,-10%,2.6%,0%,-10,0%,-27%
CCOC(=O)c1c(CN2CCN(C)CC2)n(-c2ccccc2)c2cc(Br)c(O)cc12,0%,-5,1%,-10%,-2.8%,-6%,0,-21%,-9%
CC(C)(CO)N=C1NS(=O)(=O)c2cc([N+](=O)[O-])ccc21,-3%,3,3%,0%,3.2%,-7%,9,-5%,-8%
O=[N+]([O-])c1ccc(/C=N/NS(=O)(=O)c2ccc(Cl)cc2)o1,-1%,-9,1%,1%,0.4%,-5%,13,-11%,2%
CCCCN(C(=O)NC(=O)Nc1ccccc1OCC)S(C)(=O)=O,-3%,-2,2%,-1%,1.0%,1%,-4,2%,-2%
Cc1nnc(CN(C)Cc2cn[nH]c2-c2ccc(-c3ccccc3)cc2)o1,9%,3,-2%,3%,-1.3%,-2%,-7,5%,-3%
CC1CCCCN1C(=O)Cn1cnc2cc([N+](=O)[O-])ccc2c1=O (stereo not drawn),0%,3,-6%,-3%,-0.7%,5%[57.1 µM],1,-2%,-5%
C[C@@H](C(=O)NCc1ccccn1)[C@@H]1C[C@@]1(C)[C@@H](NC(=O)OCc1ccccc1)c1ccccc1,-2%,-1,-7%,-11%,-1.5%,11%[57.1 µM],2,-8%,-29%
COc1ccc(C(=O)OC(C(=O)c2ccccc2)c2ccccc2)cc1 (stereo not drawn),-3%,5,4%,-1%,-0.1%,-4%,-6,/,-7%
CNc1nc(-c2ccc([N+](=O)[O-])cc2)cs1,-1%,-9,1%,3%,3.1%,14%,2,-12%,-9%

Source: PubChem (National Center for Advancing Translational Sciences (NCATS))

Only part of the results is shown. The share of hits here may be higher or lower than overall.
